Screening data from PubChem BioAssay.
aGal spleen mod: inhibits or activates alpha-galactosidase in human spleen homogenate. P06280. human spleen homogenate, 4MU-alpha-Gal fluorescence, 40 min. Potency, µM (top dose mostly 80 µM), for the others: at the top dose activity change, negative = inhibition, hits mostly inhibitors. 240,000 tested, 0.008% active;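 note: 0% = enzyme with vehicle and -100% = no enzyme basal signal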
Target sequence (P06280 32-429 limits assumed): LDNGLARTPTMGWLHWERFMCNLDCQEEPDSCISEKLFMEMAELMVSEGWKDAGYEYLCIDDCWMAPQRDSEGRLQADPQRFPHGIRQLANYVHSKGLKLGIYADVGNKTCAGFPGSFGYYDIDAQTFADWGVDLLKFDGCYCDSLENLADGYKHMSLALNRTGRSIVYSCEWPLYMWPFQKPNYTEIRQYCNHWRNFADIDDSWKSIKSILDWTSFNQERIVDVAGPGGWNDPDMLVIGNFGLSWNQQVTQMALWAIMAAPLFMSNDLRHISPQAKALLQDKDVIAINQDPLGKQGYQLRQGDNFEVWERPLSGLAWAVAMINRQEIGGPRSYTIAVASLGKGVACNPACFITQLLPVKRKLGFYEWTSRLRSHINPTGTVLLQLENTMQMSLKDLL
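Spleen homogenate 1 ug + cpd (titration) + 4-MU-alpha-D-galactopyranoside 1 mM; 37C 40 min; 50 mM citrate/phosphate pH 5.0, 0.01% Tween-20; stop pH 10; fluorescence 365/440; AC50 via Hill.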
Tau fibril ThT: tau fibrillization inhibition (ThT binding). AID 1460. Potency, µM (series often up to 57.4 µM), for inactives: at the highest dose activity, negative = inhibition, hits mostly inhibitors. recombinant tau K18 P301L, heparin-induced fibrillization, ThT fluorescence. 270,000 tested, 2.1% active. P10636; note: nearly all actives have a fitted effect of over 55% in size
Target sequence (P10636 561-689 P618L limits assumed): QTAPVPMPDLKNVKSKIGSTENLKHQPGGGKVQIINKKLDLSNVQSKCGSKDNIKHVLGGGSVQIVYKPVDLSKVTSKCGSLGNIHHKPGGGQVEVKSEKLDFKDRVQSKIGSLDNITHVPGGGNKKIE
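K18 P301L tau (15 uM + 0.24 uM Alexa 594-tagged), heparin 20 uM, NaOAc pH 7, 6 h 37 C; ThT 30 uM, 1 h RT, ex 450/em 510 nm.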
TexasRed fluor: counter-screen for TRb-SRC2 inhibitors: fluorescence interference; TRb/SRC2 Texas Red total fluorescence interference; Potency, µM (highest dose often 106 µM), without a hit: top-dose fluorescence change, negative = quenching; 280,000 tested, 0.29% active; AID 1479; active = well fitted curve in either direction with a large enough effect; inconclusive = small, poorly fitted or top-dose-only effect
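Human TRb ligand-binding domain at 0.6 uM with 20 nM Texas Red SRC2 peptide in Tris buffer containing 1 uM T3 and 5% DMSO, incubated with compound 5 h at ambient temperature. Total fluorescence (555/632 nm) calculated as parallel + 2 × perpendicular.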
Tau fluor cs: counter-screen for tau fibril formation inhibitors; tau K18 P301L (four-repeat tau fragment) Alexa594 fluorescence, heparin fibrillization; Potency, µM (doses to about 57.7 µM), inactives show at the top dose activity change, negative = decrease; 280,000 tested, 0.93% active; AID 1463; note: nearly all actives have a fitted effect of over 55% in size
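Human K18 P301L tau (15 uM unlabeled plus 0.24 uM Alexa 594-labeled, final) in 100 mM sodium acetate pH 7 was mixed with compound and 20 uM heparin and incubated 6 hr at 37 C.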
Tau FP inhib: tau fibrillization inhibition (FP). P10636. K18 P301L tau heparin fibrillization, Alexa594 FP, 6 h. Potency, µM (titrated, usually from 57.7 µM), without a hit: at the highest dose activity, negative = inhibition, actives largely listed as inhibitors. 280,000 tested, 0.39% active; note: nearly all actives have a fitted effect of over 55% in size
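K18 P301L tau (15 uM unlabeled/0.24 uM Alexa 594-labeled, final) + compound + heparin 20 uM final; 100 mM NaOAc pH 7; 6 hr 37 C; ThT 30 uM final added, 1 hr RT; FP ex 555/em 632 nm.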
L3MBTL1 block: L3MBTL1 (human) inhibition; Q9Y468; AlphaScreen L3MBTL1–H3K9me1 peptide binding; Potency, µM (top dose mostly 57.1 µM), inactives show at the top dose activity, negative = inhibition, usual class: inhibitors; 230,000 tested, 0.66% active; note: nearly all actives have a fitted effect of over 60% in size
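Displacement of a biotinylated histone H3(1-15) peptide monomethylated at Lys9 (75 nM) from L3MBTL1 (50 nM) was measured by AlphaScreen after a 30 min room-temperature compound incubation; cefsulodin titration served as intraplate control.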
TRb-SRC2 inh: TRbeta-SRC2 interaction inhibition | P10828 | TRbeta-SRC2 peptide binding, fluorescence polarization; receptor liganded with 1 µM T3 | Potency, µM (titrated, usually from 106 µM), for the others: top-dose activity change, negative = inhibition, most hits filed as inhibitors | 280,000 tested, 0.065% active;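 note: plate controls were bound peptide for no effect and peptide without receptor for full effect; nearly all actives have a fitted effect of over 50% in size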
Target sequence (P10828 whole entry, looked up): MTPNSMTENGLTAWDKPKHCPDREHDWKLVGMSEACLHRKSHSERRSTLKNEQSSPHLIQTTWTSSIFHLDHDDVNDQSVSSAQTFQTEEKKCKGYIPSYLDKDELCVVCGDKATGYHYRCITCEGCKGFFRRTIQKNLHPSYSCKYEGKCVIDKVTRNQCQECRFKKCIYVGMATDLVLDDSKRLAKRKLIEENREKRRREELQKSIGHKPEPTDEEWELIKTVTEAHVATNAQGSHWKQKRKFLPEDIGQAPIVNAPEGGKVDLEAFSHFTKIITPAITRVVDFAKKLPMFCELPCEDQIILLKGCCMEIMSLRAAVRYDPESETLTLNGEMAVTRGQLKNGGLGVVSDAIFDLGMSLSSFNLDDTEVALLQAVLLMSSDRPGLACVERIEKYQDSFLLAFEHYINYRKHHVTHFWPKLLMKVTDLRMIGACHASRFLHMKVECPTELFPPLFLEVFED
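TRb LBD 0.6 uM + Texas Red SRC2 peptide 20 nM, 1 uM T3, Tris buffer w/ 5% DMSO; compound pinned, 5 h RT; FP read ex 555/em 632; normalized to unbound and bound controls.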
ALDH1A1 inh: ALDH1A1 (human) enzyme inhibition; P00352; Purified ALDH1A1, NADH fluorescence, propionaldehyde substrate; 220,000 tested, 7.3% active; Potency, µM (titrated, usually from 75.3 µM), inactives show at the highest dose activity, negative = inhibition, hits mostly inhibitors; AID 1030; active = well fitted inhibition curve with a large enough effect, not every such curve was filed as active; inconclusive = small, poorly fitted or top-dose-only effect, or another doubt; inactive = no such curve, though single readings can be large or run the other way;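 note: plate controls were no enzyme wells and a reference inhibitor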
Active calls of the source: *; ? = inconclusive; . = not tested or not shown; & = joins results of further samples; [ ] = remark or other dose. Unless noted, calls come from the whole dose curve; as a rule, active = well fitted curve in the direction sought with a large enough effect; inconclusive = small, poorly fitted or top-dose-only effect, or another doubt; inactive = no such curve, though single readings can be large; an effect the other way counts as inactive or inconclusive. Unless noted, % is set by controls: 0 for no effect and ±100 for the full control effect; potency is the fitted concentration of half-maximal effect. Rows were taken by chance; any-hit rate near 8.5%.

canonical_smiles	Tau fluor cs	Tau fibril ThT	L3MBTL1 block	Tau FP inhib	aGal spleen mod	ALDH1A1 inh	TexasRed fluor	TRb-SRC2 inh
Cc1ccc(CNC(=O)C2CC(c3cccc(F)c3)=NO2)cc1 (stereo unspecified)	-14%	-13%	.	-4%	-1%	.	0%	0%
COCc1cc(C)nc2sc(C(=O)N3CCCC3)c(N)c12	-5%	-20%	1%	5%	7%	?	-2%	-5%
C=CCNC(=S)/C(=C(\[O-])c1ccc(Cl)cc1)[n+]1ccccc1	-14%	?	50%[activator]	?	-21%	14µM*	-1%	-11%
COc1ccc(NC(=O)Cn2nnc(C(=O)NCc3ccccc3OC)c2N)cc1Cl	-8%	-3%	10%[11.4 µM]	-13%	-5%	7%	-4%	-1%
CCCCNC(=O)C1CC(c2cccc([N+](=O)[O-])c2)=NO1 (stereo unspecified)	-1%	4%	7%	2%	0%	2%	-1%	1%
CCOc1ccc(CSC(=N)N)cc1	-3%	4%	-27%	-1%	4%	-3%	2%	7%
O=C(CC(c1ccccc1)c1ccccc1)Nc1nn[nH]n1	9%	12%	?	-2%	-14%	4%	-2%	-4%
CCCn1c(N)c(C(=O)COC(=O)c2c(C)noc2C)c(=O)n(C)c1=O	-18%	-13%	-5%	-8%	6%	-11%	1%	-18%
Cc1ccc(-c2sc(-c3cccnc3)nc2CC(=O)O)cc1	-7%	-8%	.	3%	3%	?	0%	-2%
Cc1ccc(NC(=O)CC2SC3=NCCN3C2=O)cc1 (stereo unspecified)	-3%	-17%	-8%	-3%	-2%	3.5µM*	-1%	-19%
Cc1cc(NC(=O)COC(=O)[C@H](C)NC(=O)c2ccccc2)no1	-11%	-8%	9%	-12%	-5%	2%	1%	-5%
COc1ccc2c(c1)C1=NN(/C(C)=C\C(C)=O)C(c3ccccc3)C1CC2 (stereo unspecified)	-13%	?	-3%	5%	-3%	?	-4%	0%
Cc1cc(C)c2c(=O)n(CC(=O)N3CCC(N4CCCCC4)CC3)sc2n1	?	25µM*	.	25µM*	-1%	13µM*	0%	0%
O=C(NCc1ccccc1)c1ccc(CSc2nc3cccnc3n2Cc2ccccc2F)cc1	-22%	2%	.	-10%	.	.	?	-6%
COC(=O)c1cc2oc3ccccc3c2n1CC(=O)Nc1ccc(F)c(Cl)c1	?	-17%	.	4%	.	.	?	0%

(list continues)
canonical_smiles	Tau fluor cs	Tau fibril ThT	L3MBTL1 block	Tau FP inhib	aGal spleen mod	ALDH1A1 inh	TexasRed fluor	TRb-SRC2 inh
CCOC(OCC)P(=O)(C(C)C)C(C)C	-7%	-4%	-29%[11.4 µM]	-11%	-6%	1%	0%	-16%
CCc1sc(Nc2cccc(C)c2)nc1-c1cc2cccc(OC)c2oc1=O	?	?	.	14%	.	.	-2%	-3%
CC(C)Cn1c(Br)nc2c1c(=O)n(CCC#N)c(=O)n2C	-5%	-6%	-6%	0%	2%	-5%	0%	1%
Cc1ccccc1NC(=O)c1cccc2c(=O)c3c([nH]c12)CCCC3	-17%	-2%	.	?	.	.	-1%	5%
CCOC(=O)N1CCN(C(=O)CSc2nc(-c3cccc(C)c3)ns2)CC1	-17%	?	2%	-5%	-10%	?	0%	-1%
Cc1ccc(OCc2cc(=O)n3c4c(sc3n2)CCCC4)c(C)c1	-10%	-15%	.	-3%	.	.	-1%	8%
Cc1ccccc1N1C(S)=C(C#N)C(=O)NC12CCCCC2	-3%	1%	-3%	-4%	0%	3%	0%	1%
CCOC(=O)C1CCCN(C(=O)N2CCOCC2)C1 (stereo unspecified)	8%	1%	2%	11%	-11%	0%	-3%	-6%
CCOC(=O)CC(NC(=O)Cn1nnc(-c2ccccc2F)n1)c1ccccc1Cl (stereo unspecified)	?	2%&-19%	6%	-2%&-13%	4%	-1%	?	3%&-7%
CCn1nnnc1NCc1ccc(N2CCCC2)cc1	-16%	-17%	-18%	-1%	-7%	35µM*	2%	5%
O=C1C=C(NCCc2ccccc2)C2(CCCCC2)O1	-12%	-11%	8%	1%	-5%	?	1%	0%
CCCNC(=O)c1ccc2c(c1)N=C(C)c1c(C)ccc(C)c1S2	-19%	-14%	.	-4%	.	.	-1%	-6%
COc1cc(-c2cc3n(C)c(C)c(CCC(=O)NC4CCC(C)CC4)c(=O)n3n2)cc(OC)c1OC (stereo unspecified)	-8%	-3%	.	-3%	.	.	-2%	-6%
COc1ccc2cc(S(=O)(=O)N3CCCCC3)ccc2c1S(=O)(=O)N1CCCCC1	-16%	0%	4%	-4%	-2%	0.18µM*	1%	-2%
COc1ccc(CC2(CO)CCN(Cc3cnn(-c4ccc(F)cc4)c3)CC2)cc1	-11%	-7%	-8%	5%	-5%	-7%	-7%	-5%

Next part.
canonical_smiles	Tau fluor cs	Tau fibril ThT	L3MBTL1 block	Tau FP inhib	aGal spleen mod	ALDH1A1 inh	TexasRed fluor	TRb-SRC2 inh
Cc1ccc(-n2ncc3c(SCc4ccccc4)ncnc32)cc1	-10%	-9%	23%	-3%	9%	?	-18%	2%
CCO[C@H]1OC(C(=O)N2CCOCC2)=C[C@@H](c2ccc(Br)cc2)[C@@H]1CCCO	-9%	-3%	0%	8%	9%	-6%	-1%	0%
COC(=O)c1cccc(S(=O)(=O)N2CCN(c3nc4ccccc4s3)CC2)c1	0%	2%	-7%	-8%	-9%	3%	-2%	-2%
CCO/C(C)=C1\C(=O)Nc2ccccc21	-7%	-4%	6%	-4%	3%	0%	-2%	3%
Cc1ccc(C(=O)Nc2ccc(Oc3cccc(C(F)(F)F)c3)nc2)cc1	-8%	-13%	6%	-6%	-16%	7%	-3%	-7%
CCOC(=O)c1c(C)[nH]c(C(=O)Cn2c(=O)c3c(ncn3CC)n(Cc3ccccc3)c2=O)c1C	-21%	-6%	-15%	9%	-3%	2%	-2%	-6%
CC1Sc2ccc(Cl)cc2-c2nc(N)ncc21 (stereo unspecified)	-22%	-3%	-7%	-7%	-4%	-1%	-2%	-2%
Cc1oc(-c2cccs2)nc1CS(=O)CC(=O)NCCc1ccccc1 (stereo unspecified)	-16%	?	.	-2%	-4%	?	-6%	-2%
CCc1c(-c2ccccc2)nc2nc(C)c(C)nn12	-11%	2%	.	8%	19%	?	-2%	9%
CCCCNC(=S)NNC(=O)c1csc(C)c1C	6%	2%	3%	2%	4%	-3%	-1%	6%
Cc1ccc(NC(=O)C(OC(=O)c2ccccc2Cl)c2ccccc2)cc1Cl (stereo unspecified)	?	1%	10%	?	-27%	-12%	-1%	0%
CCOc1ccc(CCNC(=O)C2CCN(S(=O)(=O)N3CCCCC3)CC2)cc1OCC	-13%	-11%	5%	-3%	-6%	?	0%	-1%
COc1cc2c(cc1OC)C(c1ccc(-c3ccc(Cl)c(Cl)c3)o1)=NCC2	?	11µM*	.	13%	-3%	-5%	1%	4%
O=C(Nc1ccccc1C(=O)NCC1CCCO1)c1ccc(Cl)cc1Cl (stereo unspecified)	-7%	-2%	2%	-4%	-3%	5%	0%	-4%
COc1c(O)cc2c(=O)oc3c(OC)c(O)cc4c(=O)oc1c2c34	-27%	?	.	-1%	7%	?	-13%	5%

Laid out differently: results already given
Molecule: CCCCNC(=S)NNC(=O)c1csc(C)c1C
  Tau fluor cs = 6%	Tau fibril ThT = 2%	L3MBTL1 block = 3%	Tau FP inhib = 2%	aGal spleen mod = 4%	ALDH1A1 inh = -3%	TexasRed fluor = -1%	TRb-SRC2 inh = 6%

Molecule: Cc1ccc(NC(=O)C(OC(=O)c2ccccc2Cl)c2ccccc2)cc1Cl (stereo unspecified)
  Tau fluor cs = ?	Tau fibril ThT = 1%	L3MBTL1 block = 10%	Tau FP inhib = ?	aGal spleen mod = -27%	ALDH1A1 inh = -12%	TexasRed fluor = -1%	TRb-SRC2 inh = 0%

Molecule: CCOc1ccc(CCNC(=O)C2CCN(S(=O)(=O)N3CCCCC3)CC2)cc1OCC
  Tau fluor cs = -13%	Tau fibril ThT = -11%	L3MBTL1 block = 5%	Tau FP inhib = -3%	aGal spleen mod = -6%	ALDH1A1 inh = ?	TexasRed fluor = 0%	TRb-SRC2 inh = -1%

Next results follow.
canonical_smiles	Tau fluor cs	Tau fibril ThT	L3MBTL1 block	Tau FP inhib	aGal spleen mod	ALDH1A1 inh	TexasRed fluor	TRb-SRC2 inh
COc1cccc(C(c2sc3nc(-c4ccco4)nn3c2O)N2CCC(C)CC2)c1 (stereo unspecified)	-11%	-13%	.	-10%	.	.	-1%	-12%
CCN(CC)c1ccc(/C=N/NC(=O)c2ccccn2)cc1	-29%	10µM*	-16%	0%	-3%	.	-2%	9%
COc1ccc(OC)c(NC(=O)c2ccc(S(=O)(=O)N3CCN(C)CC3)cc2)c1	-4%	-9%	-9%	-8%	3%	7%	-1%	-2%
CCOC(=O)/C=C1\Nc2ccccc2SC1=O	-4%	-6%	.	10%	-6%	-3%	4%	0%
O=C(c1ccco1)N1CCN(c2ncnc3c2nnn3Cc2ccccc2Cl)CC1	-2%	-11%	-15%	9%	-1%	?	-6%	-3%
Cc1c(S(=O)(=O)c2cccc(Cl)c2)nnn1-c1cccc(C(F)(F)F)c1	-27%	2%	.	-14%	.	.	-6%	0%
Cc1ccc(CNC(=O)CS(=O)(=O)c2cccc3nsnc23)cc1	-5%	0%	.	-7%	.	.	2%	-1%
Cc1cccc(N(CC(=O)N2CCN(c3ccccc3F)CC2)S(C)(=O)=O)c1	-6%	-3%	-11%	-2%	-3%	-6%	-4%	-2%
CCN(CC)CCNC(=O)c1cc2c(=O)oc3ccc(C)cc3c2s1	0%	2%	.	-3%	.	.	-1%	-2%
COCCCNC(=O)c1ccc(CSc2nc3cccnc3n2Cc2ccc(OC)cc2)cc1	-22%	-17%	.	0%	.	.	6%	2%
Cc1ccccc1OCc1nnc(SCC(=O)Nc2ccc3nc(SCC(=O)Nc4ccccc4)sc3c2)n1C	?	2%	-10%	?	11%	13µM*	1%	-3%
COCCNC(=S)N1CCC(Cc2ccccc2)CC1	-9%	-8%	-2%	-2%	3%	?	0%	0%
CC(=O)NC1=NN(C(C)=O)C(C)(c2ccc(C)o2)S1 (stereo unspecified)	5%	5%	-1%	8%	5%	-7%	-2%[53 µM]	5%[53 µM]
CC[C@@H](c1ccccc1)n1c(=O)n2n(c1=O)[C@H]1[C@H](O)[C@H]3O[C@@H]3/C(=N/OC/C=C(\C)CCC=C(C)C)[C@@H]1CC2	-1%[11.6 µM]	-4%[11.5 µM]	.	-4%[11.6 µM]	-4%[17.5 µM]	-3%[13.5 µM]	0%[11.2 µM]	-1%[11.2 µM]
